Screening data from PubChem BioAssay.
PfHsp90 set2 = growth inhibition of yeast expressing Plasmodium Hsp90 | S. cerevisiae expressing PfHsp90, BacTiter-Glo ATP, 48 h; yeast lacking PDR1 and PDR3 efflux regulators | inhibition, % at 9.4 µM | hit rate 0.32% among 310,000;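 active = every replicate shows inhibition above about 80%, whatever the replicate mean, limit read from the data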;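 also: 0% = DMSO neutral controls and 100% = 20 µM radicicol positive controls; yeast relying on Plasmodium falciparum Hsp90 in place of its own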
SUMO Mot1 rescue = inhibitors of SUMOylation pathway: yeast Mot1-301 growth rescue; hit rate 1% among 320,000; S. cerevisiae Mot1-301 growth rescue, ATP luminescence, 38.5C; percent above DMSO median, 100 means doubled; AID 2716; growth rescue, % at 18.8 µM;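 active = every valid replicate shows activation above 250% relative to neutral control wells; inactive = the rest, any valid replicate at or below 250%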;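 also: OY570 slx delta 5 strain wells were the positive control but not used for scaling; some compounds called inactive have numbers as strong as hits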
Tat export inh = inhibitors of E. coli Tat protein transport; inhibition, % at 10 µM; AID 488895; hit rate 0.036% among 340,000; E. coli MC4100 TorA-mCherry Tat export, fluorescence;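 active = mean replicate inhibition at least 50% and at least half of replicates individually reaching 50%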;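 also: exported cargo escapes ClpAP degradation while cytoplasmic cargo is degraded and loses fluorescence; 0% = median of neutral control wells and 100% = median of NaSCN control wells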
phage Ecoli inh = E. coli growth loss with phage present; hit rate 0.26% among 360,000; inhibition, % at 11.9 µM; AID 651602; growth absorbance; in the data active = inhibition above about 11%
E coli growth = counter-screen for AddAB inhibitors: E. coli growth inhibition | E. coli V3065 growth, OD600 absorbance, 18 h | inhibition, % at 11.9 µM | hit rate 0.27% among 330,000;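 active = inhibition above the campaign's mean inhibition across all tested compounds plus 3 SD, cut at about 9.9% in these data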;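 also: uninfected addAB+ strain grown without phage in ampicillin broth; 0% = DMSO wells and 100% = ciprofloxacin 0.95 µg/ml wells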
OPRM1-OPRD1 inv = inverse agonist of human OPRM1-OPRD1 heterodimerization; P35372+P41143; cell-based MOR-DOR heterodimer luminescence, inverse agonism; inhibition, % at 9.3 µM; hit rate 0.21% among 340,000; in the data active = inhibition above about 22%, passing the limit was not always enough;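 also: 0% = cells with DMSO and 100% = wells without cells with DMSO; values of inactives mirror those of a sister screen read the other way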
MOR-DOR ag = agonists of human mu-delta opioid receptor heterodimerization; P35372+P41143; cells, OPRM1-OPRD1 heterodimerization, luminescence; activation, % at 9.3 µM; hit rate 0.3% among 340,000; AID 504326; in the data active = activation above about 18%;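 also: 0% = vehicle-treated cells and 100% = reference agonist; values of inactives mirror those of a sister screen read the other way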
PKA-R1A act = activates the PKA-R1A holoenzyme complex. PKA-R1A dissociation, Cy5-IP20 fluorescence polarization; scaled: DMSO 0%, 113 µM cGMP 100%. activation, % at 11.4 µM. hit rate 0.083% among 340,000. AID 504707;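 active = percent activation above the mean of all tested compounds plus 3 SD, cut at about 19% in these data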;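 also: higher means more PKAc released from R1A so a rise in polarization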
DSG3 Ab inh = blocks pemphigus antibody binding to human desmoglein-3; P32926; DSG3-coupled beads, scFv-anti-DSG3-GFP binding, flow cytometry; stronger effect = lower value; binding (percent of control), % at 10 µM; hit rate 0.48% among 310,000;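 active = binding more than 3 SD below its plate's average and above zero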; also: some compounds called inactive have numbers as strong as hits
Target sequence (P32926 whole entry, looked up): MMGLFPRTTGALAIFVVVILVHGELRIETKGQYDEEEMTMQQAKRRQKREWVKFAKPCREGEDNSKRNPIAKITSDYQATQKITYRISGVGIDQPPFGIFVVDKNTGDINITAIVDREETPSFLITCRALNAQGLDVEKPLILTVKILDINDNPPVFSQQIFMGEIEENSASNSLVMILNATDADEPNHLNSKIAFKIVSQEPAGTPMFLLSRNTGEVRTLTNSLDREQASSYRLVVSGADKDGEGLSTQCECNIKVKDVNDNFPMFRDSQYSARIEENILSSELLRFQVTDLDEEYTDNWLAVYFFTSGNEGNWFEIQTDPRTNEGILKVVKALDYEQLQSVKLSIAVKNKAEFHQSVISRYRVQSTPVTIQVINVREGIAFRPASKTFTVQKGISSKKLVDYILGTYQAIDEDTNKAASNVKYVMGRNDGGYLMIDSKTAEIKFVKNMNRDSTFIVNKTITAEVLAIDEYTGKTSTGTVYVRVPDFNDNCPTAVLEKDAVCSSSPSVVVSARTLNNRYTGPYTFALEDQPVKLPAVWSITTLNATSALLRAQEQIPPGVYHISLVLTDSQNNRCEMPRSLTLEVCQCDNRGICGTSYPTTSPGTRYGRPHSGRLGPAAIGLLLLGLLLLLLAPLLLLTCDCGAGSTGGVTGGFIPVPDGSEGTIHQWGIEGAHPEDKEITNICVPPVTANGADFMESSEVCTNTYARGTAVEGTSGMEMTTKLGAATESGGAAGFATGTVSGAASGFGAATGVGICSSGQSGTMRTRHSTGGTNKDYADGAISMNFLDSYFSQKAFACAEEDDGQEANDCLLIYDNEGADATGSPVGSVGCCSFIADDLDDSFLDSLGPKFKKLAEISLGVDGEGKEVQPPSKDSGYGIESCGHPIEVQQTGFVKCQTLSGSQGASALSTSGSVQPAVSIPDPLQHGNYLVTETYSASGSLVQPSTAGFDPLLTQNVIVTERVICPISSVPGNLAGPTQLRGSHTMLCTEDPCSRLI
Arrestin-AP2 inh = blocks beta-arrestin peptide binding to AP2 adaptin | FITC-arrestin peptide / GST-AP2 beads, flow cytometry; AP2 beta2 appendage carries R879A mutation | inhibition, % at 10 µM | hit rate 0.31% among 340,000;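 active = inhibition above a set limit, near 3 SD of compounds lacking own fluorescence, cut at about 54% in these data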;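 also: plate controls were DMSO wells for no effect and 5 µM unlabelled arrestin peptide for full effect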
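System: GST-AP2 R879A glutathione beads. Medium: PBS with 0.05% Tween 20 and 0.1% BSA. Also added: FITC-arrestin peptide, 50 nM. Incubation: 12 min plus 1 h, RT. Measured by: high-throughput flow cytometry of beads, ex 488, em 535 nm. Evaluation: percent drop in bead-associated FITC signal.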
AddAB inh = less growth of phage-infected E. coli with AddAB | E. coli expressing H. pylori AddAB, absorbance growth | inhibition, % at 11.9 µM | hit rate 0.29% among 330,000 | AID 435030; in the data active = inhibition above about 12%;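 also: 0% = vehicle wells of infected cells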
The depositor's hits bear a star; nt = not tested or not shown; + = active, no number.

SMILES	PfHsp90 set2	SUMO Mot1 rescue	Tat export inh	phage Ecoli inh	E coli growth	OPRM1-OPRD1 inv	MOR-DOR ag	PKA-R1A act	DSG3 Ab inh	Arrestin-AP2 inh	AddAB inh
CCn1c(CN2CCN(c3cccc(C)c3C)CC2)n[nH]c1=S	13	-14	-3	3.9	-3.6	3	-0.6	-4	93	-6	-1.4
CN1C(=S)SC(/[N+]([O-])=C\c2cccs2)C1(C)C (centres undefined)	1	0	7	-1.3	1.6	14	-2.5	-6	91	19	2.1
Cc1nc2sc(C(=O)Nc3ccccc3)c(N)c2c(C)c1[N+](=O)[O-]	-32	5	0	2.5	1.0	-39	7.8	6	95	5	0.3
Cc1ccc(C(=O)Nc2c(-c3cccs3)nc3cc(C)ccn23)cc1	-14	1	-6	0.9	-0.4	9	-1.8	-9	103	-4	-0.7
Cc1cc(=O)oc2cc(OCC(O)CN3CCN(c4ccccc4)CC3)ccc12 (centres undefined)	26	0	1	0.3	2.0	10	-2.1	-4	nt	5	4.6
COC(=O)c1ccc(CSc2ncn[nH]2)o1	nt	-21	4	0.1	2.2	15	-3.2	5	103	-2	-0.7
CCc1ccc(NC(=O)Nc2ccc3c(c2)CCC3)cc1	2	2	-3	2.8	1.3	-3	0.5	0	116	-18	3.0
Cc1ccc2nc(NC(=O)c3ccccc3F)sc2c1	-21	18	-5	1.2	0.9	9	-1.7	-1	108	-3	1.2
O=C(Nc1ccc2sc3ccccc3c(=O)c2c1)c1ccccc1Cl	nt	-26	-5	3.5	2.4	7	-1.4	-7	103	2	4.3
Fc1cccc(-c2cc3nc4c(c(N5CCC6(CC5)OCCO6)n3n2)CCCC4)c1	-64	nt	7	0.2	1.4	-42	6.7	-2	102	-5	0.2
CC(=O)N1CCN(CCN=CC2=C(O)CC(c3ccco3)CC2=O)CC1 (centres undefined)	-26	-1	-14	1.4	-4.5	-10	1.7	2	nt	8	-0.8
COc1cccc(CC(NC(C)=O)C(=O)NC2CCN(S(=O)(=O)c3ccc(NC(C)=O)cc3)CC2)c1 (centres undefined)	-1	4	-4	6.0	-0.6	-17	3.4	-7	85	10	-2.2
O=C1/C(=C/c2ccc(O)cc2)CCc2ccc([N+](=O)[O-])cc21	-62	-12	-8	2.0	1.5	-18	3.7	8	81	6	3.0
O=C(Cc1ccccc1)NCC(=O)N1CCCCCC1	nt	8	-13	1.9	0.5	-6	1.3	2	105	2	1.0
O=c1oc(-c2ccccc2)c(-c2ccccc2)c2ccccc12	0	nt	0	1.2	nt	15	-3.0	-8	88	13	nt
COc1cccc(CN2CCC(n3nccc3NC(=O)CCOc3ccccc3)CC2)c1	11	4	0	2.8	1.1	7	-1.3	11	103	2	1.1
COc1ccc(CNC(=O)C2COc3ccccc3O2)cc1 (centres undefined)	-2	-1	13	0.9	-3.5	3	-0.6	-5	91	6	1.6
Cc1ccc(C(=O)Oc2cccc(NC(=O)c3ccco3)c2)cc1S(=O)(=O)N1CCC(C)CC1	-5	-10	-5	3.6	-0.4	17	-3.3	-7	105	16	5.3
Cc1cc(=O)oc2cc(OCCC[n+]3ccccc3)ccc12	10	-17	0	3.6	-1.3	17	-3.4	3	93	9	-2.1
COC(=O)CS(=O)(=O)c1cc([N+](=O)[O-])ccc1NC(=O)OC	16	25	-3	4.1	2.4	5	-1.0	-4	104	11	4.5
COC(=O)c1ccc(C)c(-n2c(=O)n(Cc3ccccc3)c(=O)c3[nH]cnc32)c1	21	-8	-1	-1.2	-1.2	52*	-12	-9	114	-2	0.8
CCCc1cc(=O)[nH]c(SCC(=O)N(CCC#N)c2ccc3c(c2)OCCO3)n1	nt	nt	-4	6.0	nt	8	-1.2	4	99	-10	nt
CCn1c(COc2ccccc2C)nnc1SCC(=O)CC(=O)Nc1ccccc1OC	-24	-14	-3	2.0	-1.5	25	-4.8	-13	nt	7	1.8
COc1cc([N+](=O)[O-])ccc1NC(=O)Cn1ccsc1=N	-17	866	4	1.6	2.4	0	0.0	-1	nt	13	1.2
COC(=O)CN(C)C1CC(=O)N(c2ccc(Cl)cc2)C1=O (centres undefined)	nt	-9	5	1.5	0.4	18	-4.0	2	107	2	-0.9
CCCCC(=O)N/N=C(\C)CC(=O)Nc1cc(Cl)ccc1OC	-9	+	-7	0.8	-0.8	0	0.0	5	107	9	1.6
C/C(=N\NC(=S)Nc1cccc(C)c1)c1ccccc1	-16	0	-4	0.3	-2.7	16	-2.9	2	nt	1	0.2
O=C(Cc1ccc(-n2cccc2)cc1)N1CCc2ccccc21	nt	-6	-2	1.0	-2.3	-9	1.9	-1	103	29	3.2
CN(c1ccc(C(=O)NCCSC(C)(C)C)cc1)S(C)(=O)=O	8	-1	-3	0.8	1.1	-1	0.2	-8	110	2	3.5
COc1ccc(CNC(=O)c2cc(S(=O)(=O)N3CCCC3)cn2C)cc1	40	-4	-2	1.6	-0.3	5	-0.9	-8	106	4	-2.2
CCOc1ccc(CC(=O)Nc2ccc(-c3ccc4nnc(C)n4n3)cc2)cc1	-7	30	1	-0.1	1.3	0	0.0	-1	84	-3	1.8
CCOC(=O)c1cccc(NC(=O)CS(=O)(=O)Cc2nc(-c3cccc(OC)c3)oc2C)c1	12	-17	-6	1.2	-1.4	-12	2.4	3	101	9	0.0
CCC(C)NC(=O)CSc1nnc(-c2ccncc2)n1-c1ccc(OC)cc1 (centres undefined)	10	3	-1	-1.1	-3.0	7	-1.1	0	95	10	1.2
CCCCOc1ccc(C(=O)NCC(=O)OCC(=O)c2c(N)n(C)c(=O)n(C)c2=O)cc1	-6	12	-3	1.3	0.4	-3	0.6	9	111	3	-0.2
COCCC(=O)N1CCC(Oc2ccc(C(=O)N3CCCC(CCCO)C3)cc2)CC1 (centres undefined)	-9	70	-14	-1.2	-1.5	8	-1.3	5	nt	-1	-0.4
COc1ccc(C(=O)C(/C=N/O)=N/Nc2ccc(F)cc2)cc1	-10	-6	-13	2.8	0.7	2	-0.3	-2	105	38	2.0
COc1ccc(S(=O)(=O)N2CCOC2CNC(=O)C(=O)NCc2ccccc2OC)cc1 (centres undefined)	-11	-2	-9	1.6	-0.5	6	-1.1	9	nt	-7	-0.4
O=C(CSc1n[nH]c(=O)n1-c1cccnc1)N1CCOCC1	nt	8	nt	2.6	-1.8	nt	nt	nt	107	16	-1.3
O=C(CN1CCC(C(=O)c2cccc(Cl)c2)CC1)Nc1cccc(C(=O)O)c1	-6	8	-10	5.0	2.0	23	-4.5	-1	82	-12	1.2
Cc1cccc(CN2CCN(Cc3cnn(-c4ccccc4F)c3)CC2CCO)n1 (centres undefined)	1	-11	-3	3.5	-0.9	-16	3.2	-7	106	11	-0.2
CN(Cc1cccc(F)c1)CC(O)COCc1ccccc1Cl (centres undefined)	7	5	0	0.9	0.3	-7	1.2	-5	104	-1	-1.4
CC(C)=CCc1c2c(c3occ(-c4ccc(O)cc4)c(=O)c3c1O)C=CC(C)(C)O2	-31	5	-5	4.0	-4.3	-36	7.0	-15	103	2	3.0
COc1ccc(N2CCC(CNC(=S)Nc3c(C)cccc3C)C2)cc1 (centres undefined)	14	-13	13	0.5	0.3	-1	0.2	-2	108	11	2.8
CN(CC(=O)NCc1ccccc1)Cc1cccc(F)c1	-41	13	-2	-6.9	nt	15	-3.2	3	86	-9	nt
COc1cccc(NC(=O)N(CCCN2CCOCC2)C(C)c2cc3cccc(OC)c3o2)c1 (centres undefined)	-16	-20	12	0.7	-0.3	10	-1.7	-7	102	0	-3.0

Next section (two carried over from the part before).
SMILES	PfHsp90 set2	SUMO Mot1 rescue	Tat export inh	phage Ecoli inh	E coli growth	OPRM1-OPRD1 inv	MOR-DOR ag	PKA-R1A act	DSG3 Ab inh	Arrestin-AP2 inh	AddAB inh
CN(CC(=O)NCc1ccccc1)Cc1cccc(F)c1	-41	13	-2	-6.9	nt	15	-3.2	3	86	-9	nt
COc1cccc(NC(=O)N(CCCN2CCOCC2)C(C)c2cc3cccc(OC)c3o2)c1 (centres undefined)	-16	-20	12	0.7	-0.3	10	-1.7	-7	102	0	-3.0
Cc1noc(C)c1COc1ccc(C(=O)OCc2nnc(-c3ccc(Cl)cc3)o2)cc1	-77	294	6	0.8	1.9	0	0.1	-5	97	32	0.1
CC1CCCCN1C(=O)CN1C(=O)c2ccccc2S1(=O)=O (centres undefined)	-9	-11	1	0.1	0.1	14	-2.6	-7	89	26	0.4
COc1cccc(C(=O)NNC(=O)c2ccccc2Br)c1	11	16	2	3.0	-0.3	-8	1.4	-15	93	1	-0.4
Cc1ccc(CC(=O)N2CCN(c3ccccn3)CC2)cc1	-25	nt	3	2.4	-1.1	12	-2.2	-18	104	23	-1.9
Cc1occc1C(=O)N/N=C/C1=C(N2CCOCC2)C(=C/c2ccc(Cl)cc2Cl)/CC1	-1	nt	-3	3.2	nt	5	-1.0	-1	123	-3	nt
CN(Cc1ccccc1)C(=O)C1CCN(S(=O)(=O)c2cc([N+](=O)[O-])ccc2Cl)CC1	2	-17	-5	4.3	-1.1	-63	13	2	81	10	2.1
Cc1ccc(C)c(S(=O)(=O)N2CCN(C(=O)CCc3nc4ccccc4c(=O)[nH]3)CC2)c1	nt	75	0	1.4	2.3	12	-2.3	-1	110	2	1.5
CN(C(=O)c1cccc(NC(=O)Cc2ccc(NC(=O)C3CCN(C(=O)C4CCCCC4)CC3)cc2)c1)C1CCC1	8	nt	8	3.4	nt	-6	1.4	-5	101	41	nt
CCOC(=O)Cn1nc(C)c(NC(=O)COc2cccc(Cl)c2)c1C	-7	-12	1	2.3	0.8	8	-1.7	1	nt	6	-0.6
O=S(=O)(NCc1ccccn1)c1ccc2ccccc2c1	-10	213	-3	1.5	2.5	-5	0.7	13	110	11	0.0
O=C(c1cccs1)N(Cc1ccc(Cl)cc1)C1CCS(=O)(=O)C1 (centres undefined)	-2	-2	3	0.9	0.2	21	-4.1	-8	nt	-3	1.7
Cc1cc(NC(=O)COc2ccccc2)ccc1Cl	0	-4	-8	3.0	-3.9	-5	1.1	-1	110	4	-1.8
COc1ccc(CCNC(=O)CSc2nnnn2-c2ccccc2OC)cc1OC	15	-19	-25	1.1	1.4	2	-0.4	-7	106	10	-1.2
COCCSc1nc2c(c(=O)[nH]c(=O)n2C)n1CCCc1ccccc1	-4	39	-11	3.2	0.6	8	-1.7	-13	116	12	2.5
Cc1ccc(C2NC(c3ccc(C)cc3)C(C)C(=O)C2C)cc1 (centres undefined)	-5	4	-4	1.3	1.6	4	-0.8	-5	109	10	1.2
CCNc1nc(NC(C)C)nc(N(C#N)CCOc2ccccc2)n1	5	-2	10	2.3	-2.2	0	0.0	-13	90	-14	0.6
